Screens from PubChem BioAssay.
PG9 Ab binder: small molecules binding HIV-1 gp120 antibody PG9; TR-FRET gp120-PG9 antibody binding; inhibition, % at 6.7 µM; AID 624416; hit rate 0.43% among 360,000; in the data active means inhibition above about 8.5%
GAA850 FXN act: frataxin GAA850 promoter activation; HEK293 lucGAA850 FXN promoter luciferase reporter, 24 h; percent of 10 µM SAHA response; AID 540364; hit rate 0.56% among 360,000; activation, % at 6 µM;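 active means activation above the average of all compounds screened plus 3 SD, cutoff fixed separately per campaign, cut at about 7.5% in these data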;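 further: 0% = DMSO wells and 100% = 10 µM SAHA wells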
hcDAF-12 act: activates DAF-12 receptor from parasite H. contortus. HEK293 hcDAF-12 lit1-tk-luc reporter, luminescence; 0% DMSO, 100% Δ7-dafachronic acid. activation, % at 6.8 µM. hit rate 1.4% among 370,000;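 active means activation above the mean of all tested compounds plus 3 SD, cut at about 5.5% in these data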;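 further: 100% = response to 3 µM Δ7-dafachronic acid high control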
hgDAF12 agonist: agonists of H. glycines DAF-12 nuclear receptor | HEK293 GAL4-hgDAF12 UAS-luciferase reporter, agonist luminescence; normalized to butyrate control | activation, % at 6.8 µM | hit rate 1.8% among 370,000 | AID 687014;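 active means activation above a cutoff set at the mean of all screened compounds plus 3 SD, cut at about 10% in these data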;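 further: 0% = DMSO wells and 100% = sodium butyrate wells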
GC-A act: GC-A (human) enzyme activation; HEK293 GC-A cells, cGMP TR-FRET, EC30 ANP; 0% at EC30 ANP, 100% saturating ANP; activation, % at 10 µM; hit rate 0.14% among 370,000; P16066; AID 1671463; in the data active means activation above about 40%
ADAM17 inh: inhibits human ADAM17; P78536; recombinant ADAM17, EDANS/DABCYL FRET peptide cleavage; inhibition, % at 6.95 µM; hit rate 0.83% among 370,000;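 active means inhibition above the mean of compounds lying between control limits plus 3 SD, set per campaign, cut at about 8.5% in these data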;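 further: 0% = DMSO-only wells as the low control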
DAX1 inh-1: blocks DAX1 repression of SF-1 activated StAR promoter; HEK293T StAR-luciferase reporter, SF-1/DAX-1 repression relief; AID 652010; hit rate 1.1% among 370,000; inhibition, % at 6.8 µM;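 active means inhibition above the mean over all tested compounds plus 3 SD, cut at about 3.6% in these data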;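 further: 0% = DAX-1 cells with DMSO and 100% = cells lacking DAX-1 with DMSO; higher inhibition means more luminescence from relief of DAX-1 repression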
SMARCA2 activ: increases SMARCA2 function in MMTV reporter cells | hit rate 1% among 370,000 | activation, % at 9.1 µM | MG213 cells, MMTV-luciferase reporter, dexamethasone, overnight; in the data active means activation above about 7.8%;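 further: 0% = vehicle wells and 100% = reference activator wells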
ADAM10 inh: ADAM10 inhibition, QFRET primary screen; recombinant ADAM10, EDANS/DABCYL FRET peptide cleavage, 3 h; inhibition, % at 7 µM; hit rate 0.62% among 370,000;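 active means inhibition above a per-campaign cutoff equal to the mean of compounds falling between control-based bounds plus 3 SD, cut at about 20% in these data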;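 further: 0% = DMSO wells while the 100% control is not disclosed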
Target sequence (O14672 214-748 limits assumed): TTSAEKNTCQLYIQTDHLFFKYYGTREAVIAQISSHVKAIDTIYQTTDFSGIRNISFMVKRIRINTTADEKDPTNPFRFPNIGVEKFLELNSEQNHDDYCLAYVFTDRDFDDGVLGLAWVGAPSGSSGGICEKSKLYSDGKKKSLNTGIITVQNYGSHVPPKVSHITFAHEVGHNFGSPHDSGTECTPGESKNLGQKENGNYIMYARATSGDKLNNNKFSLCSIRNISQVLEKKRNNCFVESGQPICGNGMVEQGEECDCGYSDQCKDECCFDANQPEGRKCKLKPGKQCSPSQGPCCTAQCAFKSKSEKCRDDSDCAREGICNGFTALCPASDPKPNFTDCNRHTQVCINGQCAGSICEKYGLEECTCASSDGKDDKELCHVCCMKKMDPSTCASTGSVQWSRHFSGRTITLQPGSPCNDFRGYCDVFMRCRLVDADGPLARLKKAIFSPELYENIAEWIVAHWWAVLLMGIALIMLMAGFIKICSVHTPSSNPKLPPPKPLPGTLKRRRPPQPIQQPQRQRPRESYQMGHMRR
DAX1 inh-2: inhibits human nuclear receptor DAX1; hit rate 0.99% among 340,000; AID 504766; HEK293 Gal4-DAX1 luciferase reporter, luminescence; inhibition, % at 6.75 µM;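 active means inhibition above the mean over all tested compounds plus 3 SD, cut at about 4.2% in these data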;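 further: 0% = DAX1-transfected cells with DMSO and 100% = empty-vector control cells with DMSO; inhibition shows as a rise in luminescence from relieved DAX1 repression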
Target sequence (P51843 207-470 limits assumed): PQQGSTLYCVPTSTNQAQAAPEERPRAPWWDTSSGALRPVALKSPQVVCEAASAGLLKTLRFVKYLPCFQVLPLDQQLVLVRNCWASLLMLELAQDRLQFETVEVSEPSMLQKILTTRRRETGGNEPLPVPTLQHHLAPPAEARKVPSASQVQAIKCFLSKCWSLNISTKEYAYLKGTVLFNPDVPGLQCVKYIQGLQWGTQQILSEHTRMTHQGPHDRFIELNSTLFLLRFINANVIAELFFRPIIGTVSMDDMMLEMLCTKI
ssDAF-12 act: activates DAF-12 receptor from parasite S. stercoralis; hit rate 1% among 370,000; HEK293 ssDAF-12/GRIP1 lit1-tk-luc reporter, luminescence; % of 3 µM dafachronic acid response; activation, % at 6.8 µM;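 active means activation above the mean over all tested compounds plus 3 SD, cut at about 0.9% in these data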;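 further: 0% = DMSO-only wells and 100% = 3 µM delta7-dafachronic acid wells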
* = called active by the depositor; i = inactive; nt = not tested or not shown.

SMILES	PG9 Ab binder	GAA850 FXN act	hcDAF-12 act	hgDAF12 agonist	GC-A act	ADAM17 inh	DAX1 inh-1	SMARCA2 activ	ADAM10 inh	DAX1 inh-2	ssDAF-12 act
CCN(CC(=O)Nc1ccc(NC(C)=O)cc1)C(=O)C1CC(=O)N(CCc2ccc(OC)c(OC)c2)C1 (stereo not given)	-1.2	-2.0	-0.1	1.0	9	-2	0.9	1	-6	0.2	-1.1
Cc1cccc2cc(/C=N/Nc3ccc(C(=O)O)cc3)c(Cl)nc12	-0.5	12*	6.0*	19*	-4	-2	8.9*	6	-11	4.0	0.0
Cc1ccnc(NC(=O)Cn2ccc([N+](=O)[O-])n2)c1	-0.7	2.6	0.3	3.7	0	1	0.1	3	5	0.4	-0.7
CC(Nc1nc(-c2cccnc2)nc2ccccc12)c1ccccc1 (stereo not given)	1.9	1.1	2.0	5.8	12	3	0.1	6	-4	0.5	0.1
Cc1sc2ncnc(NCCN3CCOCC3)c2c1C	-2.7	-0.7	-2.5	-2.6	5	-2	-1.5	-5	4	-3.0	-2.0
Cc1ccc(-c2cc(C(=O)N3CCCC3)c3ccccc3n2)s1	-2.8	0.6	4.6	2.2	5	i	-1.4	0	i	1.1	0.2
C=CCC(=O)NC1CC(C)(C)Cc2c1cnn2-c1ccc(C)cc1 (stereo not given)	-0.8	0.4	1.4	-4.4	2	-2	0.7	0	-2	-0.2	-1.1
Cc1ccccc1N1CCN(Cc2ccc([N+](=O)[O-])o2)CC1	-0.8	1.5	-0.4	-1.1	3	-2	-0.1	-1	4	1.2	-1.5
Cn1c(=O)[nH]c(=O)c2c1nc(Br)n2Cc1ccc(Cl)cc1	0.5	3.0	-1.6	-0.9	-1	4	-0.2	-3	-11	1.3	-1.2
O=C1C=C(NCc2ccccc2)C2(CCCCC2)O1	1.4	-3.0	-0.5	2.2	1	-1	-1.3	2	-11	-0.5	-0.7
Cc1ccc(C)c(OC(=O)CN2C(=O)c3ccccc3C2=O)c1	-1.5	-1.0	1.8	3.2	-3	0	-0.3	0	1	0.7	-1.0
O=C(NC(=S)N1CCOCC1)c1ccc([N+](=O)[O-])cc1	0.6	2.8	-2.5	-1.3	1	-4	0.0	-3	-4	-0.7	-1.6
CS(=O)(=O)N1CCCC(C(=O)Nc2ccc3c(c2)OCCO3)C1 (stereo not given)	-1.3	2.5	0.9	-1.4	-1	-1	0.8	-3	-7	-0.2	-1.4
COc1ccc(/C=C/S(=O)(=O)NCc2ccccc2)cc1OC	-3.2	7.8*	-1.0	-3.1	2	-4	0.4	0	-14	-0.9	-1.3
O=C(NCC1CCCO1)C1CCCN(S(=O)(=O)c2cccc3nsnc23)C1 (stereo not given)	-0.5	-1.2	-1.0	0.5	1	-3	-0.1	-3	-5	1.1	-0.8
O=C(NCc1ccccc1Cl)c1cc(C(=O)C2CC2)c[nH]1	0.6	1.0	-2.7	-2.4	0	-4	-1.8	-4	-5	-0.1	-1.0
O=C(NCc1ccc(Cl)cc1)N1CCN(C(=O)c2ccccc2)CC1	-0.2	-1.6	0.6	1.6	3	2	-0.5	1	-9	1.3	-1.2
CC(C)(C)c1cc(CCC(=O)N2CCNCC2)c(C(C)(C)C)cc1O	2.9	0.6	-1.5	-0.1	-1	-5	0.1	-1	1	0.8	-1.2
CC(/C=N/NC(=O)c1ccncc1)=C\c1ccc(C(C)C)cc1	-2.2	4.8	-0.1	3.0	2	-3	-0.5	5	3	-0.6	-2.1
c1ccc(NC2=NCCN2CCC2CCCCC2)cc1	1.5	0.2	-0.6	1.1	-2	0	0.5	1	6	3.4	-1.0
Cc1cc(C)n2nc(C(=O)NCc3ccco3)nc2n1	-2.5	-0.2	1.5	-0.8	-1	2	-0.5	0	-3	1.2	-1.0
COc1cccc(CNS(=O)(=O)c2cc(CN3C(=O)c4cccnc4C3=O)ccc2OC)c1	-1.6	1.8	-0.9	0.4	-6	-2	-0.3	-3	-4	0.4	-0.3
O=C(NCCCN1CCOCC1)c1cc(-c2ccc(F)cc2)nc2ccccc12	0.1	1.1	2.2	-1.2	1	-31	-0.6	-2	-122	1.1	-0.6
Cc1cccc(N2CCN(C(=O)c3nn(C)c4c3CS(=O)(=O)c3ccccc3-4)CC2)c1C	-2.7	1.2	0.0	-2.9	-3	0	-0.2	10*	5	0.2	-1.2
CC(C)(C)NC(=O)CN(C(=O)CCC(=O)Nc1nccs1)c1ccccc1F	0.3	0.1	1.9	-2.6	1	-3	-0.4	-2	-19	1.7	-0.7
O=C(c1ccc(F)cc1)c1ccc(OCC(=O)N2CCOCC2)cc1	-0.9	-0.3	-0.4	-3.4	1	0	-0.8	3	-3	-0.4	-1.1
COC(=O)c1ccc(CSc2ccc3nnc(-c4ccc(OC)c(OC)c4)n3n2)o1	-1.6	4.3	-1.5	-3.8	16	0	-0.3	-2	0	1.2	-1.8
CCCn1nnnc1NCc1cccc(OC)c1	0.7	1.1	-1.7	-1.2	0	-2	-0.6	-3	-5	0.3	-0.2
CCc1nc2sccc2c(=O)[nH]1	-1.7	1.1	-1.0	-0.2	-2	-1	1.1	-6	7	1.2	-1.7
CCOC(=O)N1CCN(S(=O)(=O)c2ccc(C(=O)Nc3nnc(C)o3)cc2)CC1	-0.5	0.3	-1.5	-0.4	2	2	-0.3	3	6	-0.7	-1.2
CS(=O)(=O)N1CCSC1c1ccc(Br)cc1 (stereo not given)	-1.4	1.8	0.2	-2.2	-2	-2	-0.3	1	-2	0.2	0.1
O=C(NCc1ccco1)c1cc2ccccc2o1	1.0	3.8	2.4	0.5	-1	-4	0.1	1	-9	2.1	-0.6
O=S(=O)(N/N=C/c1ccc(N2CCOCC2)cc1)c1ccc(Br)cc1	-2.1	-0.8	0.7	-2.5	2	-4	0.1	-1	-2	-0.2	-1.9
CCOc1ccc(NC(=S)NCc2ccco2)cc1	-3.0	3.2	-1.8	1.0	1	-2	0.8	1	-7	-0.8	-1.0
CC(C)Oc1ccc(C(=O)O)cc1	-1.8	4.4	1.1	1.5	6	-7	0.5	-4	-11	0.7	-0.7
O=C(CCCCCNC(=O)c1ccccc1Br)N=Nc1c(O)[nH]c2ccccc12	-9.2	0.6	-1.1	-0.5	-10	-3	0.5	-3	2	-0.2	-1.9
CN1CCN(c2ccc(NC(=S)NC(=O)c3cccc4c(Cl)cccc34)cc2)CC1	-1.6	0.3	2.0	-1.6	-1	-1	-0.1	2	10	0.4	-0.8
C[C@H]1CN([C@@H](C)CO)C(=O)CCCn2cc(nn2)CO[C@@H]1CN(C)S(=O)(=O)c1ccc(F)cc1	-0.8	nt	-0.1	4.1	3	-4	-0.2	-4	-6	nt	-1.2
COc1ccc(NC(=O)CCCSc2ccccc2)cc1S(N)(=O)=O	-1.4	0.0	-0.8	1.3	0	1	-0.1	-1	2	-0.1	-0.2
COCCNC(=O)CN1C(=O)CSc2ncccc21	-0.1	-0.8	0.1	0.4	2	-1	-0.8	0	-4	0.2	-1.3

Already shown: entries from further up.
SMILES	PG9 Ab binder	GAA850 FXN act	hcDAF-12 act	hgDAF12 agonist	GC-A act	ADAM17 inh	DAX1 inh-1	SMARCA2 activ	ADAM10 inh	DAX1 inh-2	ssDAF-12 act
Cc1cc(C)n2nc(C(=O)NCc3ccco3)nc2n1	-2.5	-0.2	1.5	-0.8	-1	2	-0.5	0	-3	1.2	-1.0
COc1cccc(CNS(=O)(=O)c2cc(CN3C(=O)c4cccnc4C3=O)ccc2OC)c1	-1.6	1.8	-0.9	0.4	-6	-2	-0.3	-3	-4	0.4	-0.3
O=C(NCCCN1CCOCC1)c1cc(-c2ccc(F)cc2)nc2ccccc12	0.1	1.1	2.2	-1.2	1	-31	-0.6	-2	-122	1.1	-0.6
Cc1cccc(N2CCN(C(=O)c3nn(C)c4c3CS(=O)(=O)c3ccccc3-4)CC2)c1C	-2.7	1.2	0.0	-2.9	-3	0	-0.2	10*	5	0.2	-1.2
CC(C)(C)NC(=O)CN(C(=O)CCC(=O)Nc1nccs1)c1ccccc1F	0.3	0.1	1.9	-2.6	1	-3	-0.4	-2	-19	1.7	-0.7
O=C(c1ccc(F)cc1)c1ccc(OCC(=O)N2CCOCC2)cc1	-0.9	-0.3	-0.4	-3.4	1	0	-0.8	3	-3	-0.4	-1.1
COC(=O)c1ccc(CSc2ccc3nnc(-c4ccc(OC)c(OC)c4)n3n2)o1	-1.6	4.3	-1.5	-3.8	16	0	-0.3	-2	0	1.2	-1.8
CCCn1nnnc1NCc1cccc(OC)c1	0.7	1.1	-1.7	-1.2	0	-2	-0.6	-3	-5	0.3	-0.2
CCc1nc2sccc2c(=O)[nH]1	-1.7	1.1	-1.0	-0.2	-2	-1	1.1	-6	7	1.2	-1.7
CCOC(=O)N1CCN(S(=O)(=O)c2ccc(C(=O)Nc3nnc(C)o3)cc2)CC1	-0.5	0.3	-1.5	-0.4	2	2	-0.3	3	6	-0.7	-1.2
CS(=O)(=O)N1CCSC1c1ccc(Br)cc1 (stereo not given)	-1.4	1.8	0.2	-2.2	-2	-2	-0.3	1	-2	0.2	0.1

Next section.
SMILES	PG9 Ab binder	GAA850 FXN act	hcDAF-12 act	hgDAF12 agonist	GC-A act	ADAM17 inh	DAX1 inh-1	SMARCA2 activ	ADAM10 inh	DAX1 inh-2	ssDAF-12 act
CC(=O)c1cnc2nc(C(F)(F)F)nn2c1C	2.9	2.0	-0.5	-1.0	-1	-3	-0.3	0	-8	-0.4	-1.1
COC(=O)C(CCSC)NC(=O)CNS(=O)(=O)c1ccc(Cl)cc1 (stereo not given)	0.3	-3.0	-1.9	0.9	-2	-4	-0.6	2	7	0.4	-1.3
Nn1c(SCc2cn3ccccc3n2)nnc1-c1ccncc1	-0.4	-3.2	0.5	1.2	-1	0	0.7	-2	3	-0.5	-1.4
CCOP(=O)(OCC)C(Nc1ccccc1)c1cccnc1 (stereo not given)	-1.4	0.5	-0.6	3.2	-1	0	-0.4	2	-1	0.2	-0.8
COc1ccc(C2c3c(ccc4ccccc34)Oc3ncn4nc(-c5ccco5)nc4c32)cc1 (stereo not given)	-1.5	-0.1	-0.8	4.2	8	-1	0.4	7	1	-0.5	-0.4
c1cc2c3c(cccc3c1)NN=N2	-21	0.7	1.2	-1.0	-14	1	0.4	1	0	-0.7	-0.3
O=C(NCCc1ccccc1C(F)(F)F)C1CCC(=O)N(C2CC2)C1 (stereo not given)	-0.3	0.5	-0.1	-1.0	0	-2	-0.7	-1	2	1.5	-0.6
